# FEN1 inh: inhibitors of human flap endonuclease 1. Recombinant FEN1 flap cleavage, fluorescence, 15 min. hit rate 0.35% among 390,000. AID 588795. Potency, µM (series often up to 114 µM), for the others: at the top dose activity change, negative = inhibition, hits mostly inhibitors; also: nearly all actives have a fitted effect of over 65% in size
# Target sequence (P39748 whole entry, looked up): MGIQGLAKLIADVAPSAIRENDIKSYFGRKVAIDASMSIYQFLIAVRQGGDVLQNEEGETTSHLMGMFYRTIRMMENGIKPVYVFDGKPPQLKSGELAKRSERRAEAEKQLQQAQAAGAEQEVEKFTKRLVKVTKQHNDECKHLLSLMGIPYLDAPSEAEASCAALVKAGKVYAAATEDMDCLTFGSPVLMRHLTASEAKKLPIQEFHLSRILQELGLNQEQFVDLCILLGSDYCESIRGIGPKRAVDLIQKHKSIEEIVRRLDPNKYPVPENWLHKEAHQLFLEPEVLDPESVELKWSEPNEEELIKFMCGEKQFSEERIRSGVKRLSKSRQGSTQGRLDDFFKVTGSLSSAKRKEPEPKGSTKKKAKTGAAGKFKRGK
#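 In this screen, 50 nM flap DNA substrate was added to 10 nM FEN1 pretreated with compound for 15 min at room temperature; cleavage was followed with reads at 0 and 15 min, and Hill fitting gave concentration–response parameters.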
# N370S GC: N370S glucocerebrosidase modulation, Gaucher chaperone candidate; AID 2101; Potency, µM (series often up to 59.4 µM), inactives show at the top dose activity change, negative = inhibition, usual class: inhibitors; P04062; N370S GC spleen homogenate, 4MU-glucoside fluorescence; hit rate 0.092% among 330,000;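 also: 0% = full enzyme activity and -100% = no enzyme basal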
# KAT2A inh: inhibitors of human GCN5L2 histone acetyltransferase; Q92830; GCN5L2 HAT assay, ThioGlo1 CoA-SH fluorescence; Potency, µM (series often up to 58.9 µM), inactives show top-dose activity change, negative = inhibition, usual class: inhibitors; hit rate 0.21% among 390,000
#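 Compounds, pin-transferred from DMSO stocks, meet 20nM GCN5L2 for 15 min before the reaction begins with H3(1-25) peptide (75uM) and acetyl-CoA (70uM). Thiol-reactive ThioGlo1 reports CoA release over 20 min at room temperature.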
# Numbers without * were called inactive; ? = inconclusive; . = no result given; & = joins results of further samples. Calls follow the shape of the dose curve; as a rule, active = well fitted curve in the direction sought with a large enough effect; inconclusive = small, poorly fitted or top-dose-only effect, or another doubt; inactive = no such curve, though single readings can be large; an effect the other way counts as inactive or inconclusive. Unless noted, % is scaled to controls: 0 for no effect and ±100 for the full control effect; potency is read from the fitted curve at half-maximal effect. Not all compounds are listed; count on the stated rates, not on these rows.
KAT2A inh | N370S GC | FEN1 inh | Molecule
-12% | -5% | -9% | CC(C)(CO)NS(=O)(=O)c1ccc2c(c1)Cc1cc(S(=O)(=O)NC(C)(C)CO)ccc1-2
-6% | -9% | 1% | Cc1ccc(NC(=O)c2ccc(OC(=O)c3cc4ccccc4o3)cc2)cc1
-28% | 1% | 18% | Cc1cc(C)n(CC(=O)NC2CCCN(Cc3ccc(Cl)cc3)C2)n1 (stereo not given)
-8% | 9% | -4% | CC(C)CC(=O)NCCc1ccncc1
-4% | 8% | -8% | Cc1ccc(Nc2nnc(SCC(=O)NC3CCCc4ccccc43)s2)cc1 (stereo not given)
2% | 8% | -16% | O=C(C1=C[C@@H](c2csc3ccccc23)C[C@@H](OCc2ccc(CO)cc2)O1)N1CCOCC1
-6% | . | 5% | CCc1cccc(NC(=O)c2cc3c(=O)n(Cc4ccc(OC)cc4)ccc3nc2C)c1
-7% | . | 8% | CCCOc1ccc(NC(=O)CC2C(=O)N(c3ccc(C)cc3)C(=O)N2C(C)C)cc1 (stereo not given)
. | 5% | -2% | O=C(c1cccc(N2CCCC2=O)c1)N1CCOCC1
-12% | . | 10% | Cc1ccc(Nc2ccc(N3CCN(C(=O)c4cccc([N+](=O)[O-])c4)CC3)nn2)cc1
-7% | 2% | -5% | O=C(O)CCCC(=O)N(Cc1ccccc1)Cc1ccccc1
? | 8% | -9% | C/C(=N\NC(=O)c1cccc(Br)c1)c1cccc(NC(=O)c2ccc(C)o2)c1
20% | -14% | -10% | COc1cc(C(CCN2CCCCC2)c2c(OC)cc(OC)c3c(C)cc(=O)oc23)cc(OC)c1OC (stereo not given)
-10% | . | -8% | Cc1cccc2c1N(Cc1ccccc1OCCC(C)C)C(=O)C2=O
-14% | -4% | 1% | CN(CC(=O)Nc1cccc(F)c1)C(=O)c1cc([N+](=O)[O-])ccc1N1CCOCC1
0% | . | 6% | CCCCn1cc(S(=O)(=O)c2ccccc2)c(=O)c2cc(F)c(N3CCN(CCC)CC3)cc21
-10% | 0% | 7% | Oc1ccc(Br)cc1CNc1ccccn1
-24% | ? | 2% | CCN(Cc1nc(-c2cccc(C)c2)no1)C(=O)c1ccc2c(c1)OCO2
-24% | 1% | -8% | O=c1[nH]c(=S)[nH]nc1Cc1ccccc1
-2% | . | 2% | CCOC(=O)N1CCc2c(sc3c2c(=O)n(Cc2ccccc2)c(=O)n3Cc2ccccc2Cl)C1
-11% | -2% | 0% | NC(=O)c1ccccc1NC(=O)c1ccccc1F
2% | -25% | 15% | O=C(Nc1ncc([N+](=O)[O-])s1)c1ccccc1Br
-1% | 2% | 12% | CN(C)C1C(=O)c2ccccc2C1=O
2% | -8% | 3% | COCCn1c(CCc2ccccc2)n[nH]c1=S
1% | -2% | 0% | Cc1cccc2nc(CSc3nc4ccccc4o3)cn12
-3% | -23% | 4% | CCC(c1nnnn1C1CCCC1)N1CCC(C(N)=O)CC1 (stereo not given)
-12% | -1% | -13% | COc1ccc(OC)c(S(=O)(=O)NC2CC(=O)N(c3cccc(F)c3)C2)c1 (stereo not given)
-7% | -3% | 5% | Cc1c(NS(=O)(=O)c2cccc(C(=O)NCc3ccccc3Cl)c2)c(=O)n(-c2ccccc2)n1C
-5% | -3% | . | Cc1cc(C)c(O)c(N)c1
-8% | 8% | -4% | CCN(C(=O)COC(=O)CNC(=O)C12CC3CC(CC(C3)C1)C2)C1CCS(=O)(=O)C1 (stereo not given)
-9% | ? | 4% | C=CCNCCCOc1ccc(Cl)cc1C(C)(C)C
-2% | ? | -11% | O=C(CNC(=S)N(CCCN1CCOCC1)Cc1cccs1)NCc1ccc(Cl)cc1
-6% | 0% | -7% | COc1cc(C(=O)Nc2cccc(-n3cnnn3)c2)cc(Cl)c1OC
-15% | 6% | -4% | CNc1ncc(-c2nnnn2-c2ccccc2)c(-c2ccccc2)n1
-2% | -8% | 0% | CCOCCc1nnc(NC(=O)Cc2ccc(Br)cc2)s1
3% | -2% | 21% | O=C(O)c1c[nH]c(=O)c2ccccc12
-3% | . | 2% | O=c1c2sc3ccccc3c2n(Cc2cccc(Cl)c2)c(=O)n1Cc1ccco1
0% | 1% | 1% | CCOC(=O)CNC(=O)CSc1nc(-c2ccc(OC)cc2)ns1
-13% | -3% | 11% | Cc1cccc(CSC2=CS(=O)(=O)c3ccccc3N2)c1
-5% | 6% | -17% | COc1ccccc1C(=O)NNC(=O)C(=O)N1CCCCC1
-18% | 0% | -16% | COc1ccc(N2CCN(CC(=O)c3ccc(Cl)cc3)CC2)cc1
2% | . | 0% | O=C(C1CCC(Cn2c(=O)c3sccc3n(Cc3cccc(F)c3)c2=O)CC1)N1CCCCC1 (stereo not given)
-12% | 3% | -3% | Cc1ccc(N2CCN(C(=S)c3ccc(-c4ccccc4[N+](=O)[O-])o3)CC2)cc1
-3% | . | -7% | CCOC(=O)c1ccccc1NC(=O)c1cc2c(s1)-c1ccccc1SC2
-4% | -1% | 1% | Cc1cc2nc(N3CCN(C(=O)c4ccco4)CC3)sc2cc1C
-4% | . | 2% | CCOCCCN1C(=O)CN(C2CCCCCC2)C(=O)C1c1ccc(OC(C)C)c(OC)c1 (stereo not given)
-2% | . | 22% | CCC1(C)NC(=O)N(CC(=O)N2CCN(c3cccc(Cl)c3)CC2)C1=O (stereo not given)
-8% | -2% | 6% | O=C(CCC(=O)N1CCN(S(=O)(=O)c2ccccc2Cl)CC1)c1ccccc1
-1% | 2% | -17% | Cc1ccc(NC(=O)Nc2cc(C(F)(F)F)c[nH]c2=O)cc1
-9% | -23% | -17% | CCN(CC)S(=O)(=O)c1cccc(C(=O)Nc2sc3c(c2C(N)=O)CCCC3)c1
-11% | ? | 5% | O=C(Nc1ccccc1)C1=C(O)CC(c2ccc(Cl)cc2)N2CCN=C12 (stereo not given)
-5% | . | 4% | COc1ccc(C)cc1NC(=O)C(=O)NCC(c1cccnc1)N1CCc2ccccc21 (stereo not given)
-5% | 0% | 5% | Cc1c(C(=O)N2CCc3ccccc3C2)oc2ccc(S(=O)(=O)N3CCCCCC3)cc12
-1% | -1% | -2% | C=CCOC(=O)C1=C(C)NC2(O)c3ccccc3C(=O)C12O (stereo not given)
-6% | -12% | -17% | CCN1CCc2nc3sc(C(=O)N4CCc5ccccc5C4)c(N)c3cc2C1
-19%&-7% | 5% | 12%&13% | Cc1ccc(NC(=O)C2CCCN2S(=O)(=O)c2cccc3cccnc23)c(C)c1 (stereo not given)
3% | -3% | 4% | CC1(C)Cc2c(oc3ncn4ncnc4c23)CO1
-30% | . | -3% | CCOC(=O)N1CCc2c(sc(NCc3cc(OC)ccc3OC)c2C(=O)Nc2cc(OC)ccc2OC)C1
-1% | . | -19% | N#Cc1ccc(NC(=S)NC(=O)C2CCCCC2)cc1
-3% | 8% | 4% | O=C(O)CC1(CC(=O)Nc2ccccc2N2CCOCC2)CCCC1

# Brought forward from above: 3 entries; new compounds follow.
KAT2A inh | N370S GC | FEN1 inh | Molecule
-30% | . | -3% | CCOC(=O)N1CCc2c(sc(NCc3cc(OC)ccc3OC)c2C(=O)Nc2cc(OC)ccc2OC)C1
-1% | . | -19% | N#Cc1ccc(NC(=S)NC(=O)C2CCCCC2)cc1
-3% | 8% | 4% | O=C(O)CC1(CC(=O)Nc2ccccc2N2CCOCC2)CCCC1
-1% | 16% | 7% | CCCC/C(=N\NC(=O)c1ccc(Br)o1)c1ccccc1
2% | -2% | -2% | CCN(CC(=O)Nc1c(F)cccc1F)C(=O)c1ccc(S(=O)(=O)NCc2ccco2)cc1
-11% | 1% | -2% | CO[C@@]12[C@H](COC(N)=O)C3=C(C(=O)C(C)=C(N)C3=O)N1C[C@@H]1N[C@@H]12
-6% | -3% | -8% | CC(O)C(NS(=O)(=O)c1ccc(Cl)cc1)C(=O)OCC(=O)c1c[nH]c2ccccc12 (stereo not given)
-11% | ? | 14% | COC(=O)c1ccc(C(=O)Nc2ccc3c(c2)C(=O)NC3=O)cc1
-13% | ? | -26% | Cc1cc(NCCCO)n2c(nc3ccccc32)c1C#N
-1% | . | -3% | COc1cc(-c2nnc(SCC(=O)NCc3ccccc3Cl)o2)cc(OC)c1OC
-16% | . | -18% | COCCCNC(=O)c1oc2c(c1C)-c1nn(Cc3cccc(Cl)c3)cc1CC2
-3% | 3% | . | COc1cc(C(=O)N(C)c2nnc(-c3cccnc3)s2)cc(OC)c1OC
1% | 0% | 1% | O=C(O)CCN1c2ccccc2Sc2ccccc21
-18% | 0% | 9% | CCN(CC)C(=O)c1sc2nc(-c3ccccc3)ccc2c1N
-3% | 5% | -1% | Cc1c(NC(=O)C2CCCN2S(=O)(=O)c2ccc(Cl)cc2)c(=O)n(-c2ccccc2)n1C (stereo not given)

# A draw from above in order of count of non-hydrogen atoms, falling.
KAT2A inh | N370S GC | FEN1 inh | Molecule
-3% | 5% | -1% | Cc1c(NC(=O)C2CCCN2S(=O)(=O)c2ccc(Cl)cc2)c(=O)n(-c2ccccc2)n1C (stereo not given)
-1% | . | -3% | COc1cc(-c2nnc(SCC(=O)NCc3ccccc3Cl)o2)cc(OC)c1OC
-16% | . | -18% | COCCCNC(=O)c1oc2c(c1C)-c1nn(Cc3cccc(Cl)c3)cc1CC2
-11% | 1% | -2% | CO[C@@]12[C@H](COC(N)=O)C3=C(C(=O)C(C)=C(N)C3=O)N1C[C@@H]1N[C@@H]12
-18% | 0% | 9% | CCN(CC)C(=O)c1sc2nc(-c3ccccc3)ccc2c1N

# Further results.
KAT2A inh | N370S GC | FEN1 inh | Molecule
-3% | 3% | 17% | O=Cc1cc(N=Nc2ccccc2Cl)ccc1O
-4% | 2% | 5% | COC(=O)c1cccc(COC(=O)CNC(=O)c2ccco2)c1
-4% | -10% | -11% | CCOC(=O)c1c(NC(=O)C2CCCCC2)sc2c1CCN(CC)C2
-3% | -10% | -1% | CC(C)(C)c1cc(CCC(=O)NCc2ccccn2)cc(C(C)(C)C)c1O
-1% | 7% | 6% | CNC(=O)Nc1cccc(-c2ccnc(C)n2)c1
-8% | -3% | -16% | CN(C)/C=N/c1c(C(=O)NCc2ccccc2)nnn1Cc1ccccc1
0% | 1% | 2% | CCC(C)NS(=O)(=O)c1ccc(NC(=O)c2cccs2)cc1 (stereo not given)
-10% | 1% | 8% | Cc1cc(C(=O)Nc2sc(C)c(-c3ccc(F)cc3)c2C(N)=O)no1
1% | 10% | -7% | Cc1c(C(=O)N/N=C/c2cccs2)nc2ccccn12
-3% | 5% | . | Nc1cccc2c1nnn2C1OC(CO)C(O)C(O)C1O (stereo not given)
-3% | -11% | -15% | O=C(Nc1ccc2oc(Cc3ccc(Cl)cc3)nc2c1)c1cccnc1
-7% | 0% | 17% | CC(=O)Nc1ccc(NC(=O)c2cc(-c3ccc(C)cc3O)n[nH]2)cc1
-4% | -2% | -15% | CSc1nc(N)n2nc(-c3ccccc3)cc2n1
-2% | -22% | 5% | CCc1c(C(=O)NC2CCCCC2)[nH]c(C)c1C(C)=O
-24% | -2% | -12% | COc1cnc(-c2ccccc2)nc1Oc1cccc(C)c1
-3% | -3% | 3% | Cc1ccc(NC(=O)Cn2cc(C(F)(F)F)cc(Cl)c2=O)cc1Cl
-2%&-4% | -11%&-2% | 9% | COc1cccc(C(=O)NCCN2CCN(c3ccc(Cl)cc3)CC2)c1
1% | 1% | -12% | Cc1ccc(SCC(=O)OCC(=O)NC2CCCCCCC2)cc1
-3% | ? | 2% | CC1CC(=O)N(CC(=O)Nc2cccc(Cl)c2)c2ccccc2S1(=O)=O (stereo not given)
-1% | 7% | 10% | O=C(c1ccc(Cl)c(S(=O)(=O)N2CCCC2)c1)N1CCN(c2ccccn2)CC1
17% | 4% | -7% | COc1ccccc1C(=O)Nc1ccccc1N1CCCCC1
-4% | 3% | 3% | CC1CC(C)CN(S(=O)(=O)c2ccccc2[N+](=O)[O-])C1 (stereo not given)
-5% | 6% | -5% | COc1cc(-c2nc(-c3ccccc3)c(-c3cccs3)[nH]2)cc(OC)c1OC
0% | -20% | -2% | CNC(=O)C1=C(C)NC(=S)NC1c1cc2c(cc1OC)CCCC2 (stereo not given)
-19%&-6% | -27% | -4%&0% | CC(=O)c1ccc(NS(=O)(=O)c2ccc(-c3cnc(C4CC4)o3)cc2)cc1
-7% | -6% | 4% | Cc1ccc(C(=O)Nc2cccc(NC(=O)CN3CCCCC3)c2)cc1
-8% | 28% | -12% | C/C=C/c1ccc(OCCOc2cccc3cccnc23)c(OC)c1
-21% | -2% | -9% | CN(C)S(=O)(=O)c1ccc(Cl)c(NC(=O)COC(=O)C2CCCO2)c1 (stereo not given)
-14% | -1% | -6% | CCCCN(C)S(=O)(=O)c1ccc(C(=O)Nc2nnc(CSC)o2)cc1
-6% | 10% | 2% | Cc1cc(C)c(C)c(OC(=O)c2sc(Cl)nc2C)c1
-2% | 26% | -4% | CS(=O)(=O)n1nc(-c2ccccc2)nc1NCc1ccco1
-2% | 5% | -1% | O=C(Nc1ccc(F)c(F)c1)c1cccnc1
-17% | -14% | -19% | CC(C)Cn1cc(C(=O)N2CCN(c3ccccn3)CC2)c2c3ccccc3n(C)c2c1=O

# Screening data as filed in PubChem BioAssay.
